# Screening results from PubChem BioAssay.
# rTrxR1 inhibitor = blocks rat thioredoxin reductase 1. O89049. recombinant rTrxR1, NADPH fluorescence consumption, selenite substrate. Potency, µM (titrated, usually from 114 µM), for inactives: top-dose activity change, negative = inhibition, actives largely listed as inhibitors. 390,000 tested, 1% active. AID 588453; further: potency means the concentration at half of the fitted maximal effect; on the % scale 0 is the no-effect control and ±100 the full control effect; nearly all actives have a fitted effect of over 65% in size
#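 Rat TrxR1 (90 nM in the dispensed reagent) was pre-reduced with 400 uM NADPH for 5 min at room temperature, then incubated with compound for 15 min. After 400 uM selenite was added, NADPH fluorescence (Ex 340/Em 450 nm) was followed for 8 min.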
# TRHR enhancer = allosteric enhancers of human TRH receptor; P34981; TRHR cells, fluo-8 calcium fluorescence, EC20 TRH enhancement; enhancement, % at 2 µM; 360,000 tested, 0.66% active; AID 493056; in the data active means enhancement above about 30%; further: 0% is about no effect
# Target sequence (P34981 whole entry, looked up): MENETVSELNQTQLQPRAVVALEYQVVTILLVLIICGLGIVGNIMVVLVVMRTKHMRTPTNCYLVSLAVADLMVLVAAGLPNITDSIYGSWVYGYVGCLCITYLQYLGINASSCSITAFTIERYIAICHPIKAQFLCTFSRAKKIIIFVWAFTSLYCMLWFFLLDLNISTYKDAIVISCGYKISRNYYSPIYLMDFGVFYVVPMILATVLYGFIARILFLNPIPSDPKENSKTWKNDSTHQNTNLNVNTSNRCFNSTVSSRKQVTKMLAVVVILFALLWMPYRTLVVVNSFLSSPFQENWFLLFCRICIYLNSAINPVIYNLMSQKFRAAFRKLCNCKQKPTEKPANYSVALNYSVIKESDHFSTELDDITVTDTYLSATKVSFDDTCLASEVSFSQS
#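 TRHR-expressing cells loaded with fluo-8 calcium dye were read kinetically (ex 480/em 530) during compound addition, then stimulated with an EC20 of TRH (10 nM final). Enhancement of the Gq-mediated intracellular calcium response was scored.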
# TRHR ag = TRH receptor (human) agonism; activation, % at 2 µM; 360,000 tested, 0.18% active; P34981; TRHR cells, calcium flux fluo-8, FDSS agonist mode; in the data active means activation above about 30%; further: 0% is about no effect
#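 TRHR-expressing cells loaded with fluo-8 calcium dye; 23 nL library compound pin-transferred, kinetic FDSS fluorescence (Ex 480/Em 530) recorded about 180 s for agonist-induced calcium release, before a 10 nM TRH EC20 addition for potentiator mode.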
# PI4K2A block = blocks human PI4K2A kinase activity | purified PI4K2A, ADP-Glo luminescence, 1 h; active compounds read low | activity change, negative = inhibition, % at 76.9 µM | 420,000 tested, 0.13% active; in the data active means activity change below about -50%; inconclusive means mostly about -30% to -49%;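 further: -100% = wells without enzyme as full effect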
#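 ADP-Glo luminescence measured ADP generated by PI4K2A enzyme (4 ug/mL before mixing) with 1.2 mM PI substrate (pre-mix) and 300 microM ATP (pre-mix). Tris pH7.5 buffer with MgCl2, Triton X-100; 1 h reaction at ambient temperature.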
# USP1-UAF1 inh = USP1/UAF1 (human) deubiquitinase inhibition; recombinant USP1/UAF1, Ub-Rhodamine cleavage fluorescence; Potency, µM (series often up to 57.1 µM), for inactives: at the highest dose activity change, negative = inhibition, most hits filed as inhibitors; 390,000 tested, 0.23% active; further: potency means the concentration at half of the fitted maximal effect; on the % scale 0 is the no-effect control and ±100 the full control effect; nearly all actives have a fitted effect of over 60% in size; inactives centre near -12
#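 USP1/UAF1 complex at 1 nM was preincubated with compound for 15 min at room temperature, then Ub-Rho substrate (150nM final) was added. Fluorescence (480/540 nm) was read kinetically, 6 reads every 60 seconds.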
# TrxR1 substrate = substrates of rat thioredoxin reductase 1; O89049; 390,000 tested, 0.01% active; Potency, µM (highest dose often 114 µM), inactives show at the top dose activity change, negative = substrate turnover; purified TrxR1 substrate turnover, NADPH consumption readout; AID 588456; further: potency means the concentration at half of the fitted maximal effect; on the % scale 0 is the no-effect control and ±100 the full control effect; nearly all actives have a fitted effect of over 50% in size
#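 Rat TrxR1, dispensed at 90 nM, was prereduced with 400 uM NADPH (final) for 5 min at ~22 deg C, then incubated with compound 15 min before 400 uM selenite. A first-read NADPH fluorescence drop versus no-compound background flagged substrates.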
# D2 antagonist = D2 dopamine receptor (human) antagonism | HEK293 TREx D2 cells, calcium flux, dopamine EC80 | P14416 | 340,000 tested, 2% active | inhibition, % at 10 µM; in the data active means inhibition above about 30%; further: 0% is about no effect
# Target sequence (P14416 whole entry, looked up): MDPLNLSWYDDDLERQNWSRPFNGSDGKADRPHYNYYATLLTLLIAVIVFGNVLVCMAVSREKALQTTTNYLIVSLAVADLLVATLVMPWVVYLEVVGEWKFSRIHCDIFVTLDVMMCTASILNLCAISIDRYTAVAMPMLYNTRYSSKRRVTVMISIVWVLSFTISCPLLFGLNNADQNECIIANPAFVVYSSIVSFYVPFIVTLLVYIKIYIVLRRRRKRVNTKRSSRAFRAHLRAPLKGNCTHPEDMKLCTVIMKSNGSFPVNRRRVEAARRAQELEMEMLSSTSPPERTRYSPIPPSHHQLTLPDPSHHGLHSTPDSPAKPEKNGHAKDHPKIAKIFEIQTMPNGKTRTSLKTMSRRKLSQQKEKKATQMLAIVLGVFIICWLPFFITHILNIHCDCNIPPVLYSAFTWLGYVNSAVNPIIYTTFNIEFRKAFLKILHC
#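 Inhibition of EC80 dopamine-driven calcium flux, recorded kinetically, defines activity here; cells are a tetracycline-induced HEK293 T-REx line expressing force-coupled D2.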
# D2 agonist = activates the human D2 dopamine receptor. P14416. HEK293 T-REx D2 cells, calcium flux agonist mode. activation, % at 2 µM. 340,000 tested, 0.53% active. AID 485358;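 active means activation over 3 SD above normal in the single-dose calcium agonist read, cut at about 30% in these data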; further: 0% is about no effect
#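 HEK293 Trex D2 cells, tetracycline-induced, o/n 30 C 5% CO2; no-wash Ca dye, RT 30–90 min; 10-cycle baseline, 23 nl cpd added, kinetic Ca read 180 s; agonist hits = positive Ca response.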
# mIDH1 inhibitor = human IDH1 R132H inhibition; IDH1-R132H enzyme, NADPH consumption, diaphorase/resazurin fluorescence; Potency, µM (titrated, usually from 76.6 µM), for inactives: at the highest dose activity change, negative = inhibition, usual class: inhibitors; 390,000 tested, 0.093% active; AID 602179; further: potency means the concentration at half of the fitted maximal effect; on the % scale 0 is the no-effect control and ±100 the full control effect; nearly all actives have a fitted effect of over 65% in size
#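 IDH1-R132H (0.5 ug/mL dispensed) in pH 7.5 Tris buffer was preincubated 30 min with compound, then given a substrate mix of 0.016 mM NADPH and 2 mM alpha-KG for 80 min at room temperature; remaining NADPH was read by diaphorase/resazurin fluorescence.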
# Active calls of the source: *; ? = inconclusive; · = not tested or not shown; [ ] = dose if it differs, or a comment. Unless noted, the call rests on the fitted dose curve; in most records, active means well fitted inhibition curve with a large enough effect; inconclusive means small, poorly fitted or top-dose-only effect; inactive means no such curve, though single readings can be large or run the other way.
SMILES,rTrxR1 inhibitor,TRHR enhancer,TRHR ag,PI4K2A block,USP1-UAF1 inh,TrxR1 substrate,D2 antagonist,D2 agonist,mIDH1 inhibitor
COCC(=O)N(C)C1(c2nnnn2CCOC(=O)Nc2ccc(Cl)cc2)CCCCC1,9%,-12,0.0,-2,-8%,0%,3,1.1,-5%
CCN(C(=O)c1ccc(NC(C)=O)cc1)c1ccccc1C,-8%,4,-0.7,-4,-5%,-5%,3,0.3,8%
O=C(CCCNC(=O)/C(=C/c1ccc(Br)cc1)NC(=O)c1ccccc1)OCc1ccccc1,5%[57.1 µM],18,0.5,3,-20%,6%[57.1 µM],-8,0.7,15%
Cc1oc(-c2cccc(Br)c2)nc1CSc1nc2ncccc2[nH]1,13%,5,0.0,-7,-21%,-1%,·,-0.3,-18%
CC(=O)N1CCc2c(sc(NC(=O)C3COc4ccccc4O3)c2C(N)=O)C1 (configuration not stated),-16%,6,0.1,-6,-22%,-2%,3,0.0,2%
CCN(CC)CCN(Cc1cc2cc3c(cc2[nH]c1=O)OCO3)C(=S)NCCCOC,7%,1,-1.1,1,-7%,55%[activator],-9,-1.4,2%
COC(=O)c1nc2nc(C)cc(C(F)(F)F)n2n1,11%,-2,0.1,4,-15%,4%,·,·,0%
CC1(C)Cc2c(C#N)c(SCC(=O)c3ccccc3)nc(N3CCOCC3)c2CO1,-10%,3,-0.3,-8,-10%,-3%,-2,0.3,8%
Cc1ccccc1-n1nc2c(c1NC(=O)c1cc3ccccc3oc1=O)CS(=O)C2 (configuration not stated),0%,11,-0.3,-1,-13%,-6%,·,·,5%
CCC1Oc2ccccc2N(CC(=O)Nc2ccccc2OC)C1=O (configuration not stated),14%,-5,-0.8,-3,-20%,6%,-5,-0.1,5%
CC(=O)c1ccc(OCCCC(=O)Nc2cccc(S(=O)(=O)N3CCOCC3)c2)cc1,-1%[2.29 µM],·,·,-3,-4%,-1%[2.29 µM],·,·,-4%
COc1cccc(C(=O)Nc2nc(-c3nnn(-c4cc(C)ccc4C)c3C)ns2)c1,17%[57.1 µM],0,0.9,0,-18%,5%[57.1 µM],·,0.5,-6%
CC(C)(C)OC(=O)C[C@@H]1C/C=C\C[C@H](CC(=O)N[C@H](CO)Cc2ccccc2)C(=O)N[C@@H](Cc2ccccc2)COC1=O,-8%,·,·,1,16%,-6%,·,·,-10%
CC(=O)NC1(C(F)(F)F)N=C2SCCN2C1=O (configuration not stated),9%,2,1.7,-3,-11%,5%,11,0.7,2%
Nc1nc(-c2ccccc2)cc(-c2ccccc2O)n1,15%,-10,0.2,2,6%,5%,-22,-0.2,11%
COc1ccc(-c2nc3ccccc3nc2-c2ccccc2)cc1OC,20%,11,-2.3,-1,-8%,13%,6,0.7,4%
CC(C)NC(=O)c1ccc2c(c1)N(Cc1cccc(Cl)c1)C(=O)c1ccccc1S2=O (configuration not stated),22%[57.1 µM],-4,-0.1,-6,-10%,3%[57.1 µM],·,·,-7%
CCOC(=O)C1CCN(C(=O)c2c(-c3c(Cl)cccc3Cl)noc2C)CC1,11%[57.1 µM],-8,0.2,-12,3%,7%[57.1 µM],5,0.6,-4%
C#CCOCCOCCOCCNc1nc(N2CCN(C(=O)[C@H]([C@@H](C)O)n3cc(CCCCN)nn3)CC2)nc(N2CCN(C(=O)[C@H]([C@@H](C)CC)n3cc(CCCN=C(N)N)nn3)CC2)n1,-18%,-12,0.0,-8,?,-7%,2,0.2,8%
CCCn1c2ccccc2c2nnc(SC(CC)C(=O)Nc3cc(C)on3)nc21 (configuration not stated),-1%,-2,-0.6,1,-13%,-12%,6,-0.4,0%
CCN(CC)CCNC(=O)Cn1ncc2c([nH]c3ccccc32)c1=O,8%,5,-0.4,-3,9%,14%,·,-0.2,-5%
CN1CCN(C(=O)c2ccc(Oc3ccc([N+](=O)[O-])cc3)cc2)CC1,24%[57.1 µM],-3,1.2,-3,-3%,0%[57.1 µM],-2,-0.2,0%
COc1cc(CC(=O)OCC(=O)Nc2cccc([N+](=O)[O-])c2)cc(OC)c1OC,-10%,-4,-0.1,5,-5%,-8%,·,·,2%
O=C(c1ccc2ccccc2c1)N1CCN(Cc2ccccc2)CC1,-2%,-8,0.0,-6,-16%,-1%,-16,-1.7,3%
CCn1c(SCC(=O)NCCc2ccccc2)nc2sc3c(c2c1=O)CCN(C)C3,0%[57.1 µM],2,-0.2,-4,-14%,48%,-5,0.4,3%
COc1cccc(C(C(=O)NCC2CCCO2)N(CC2CCCO2)C(=O)CN2C(=O)c3ccccc3S2(=O)=O)c1 (configuration not stated),24%[57.1 µM],22,-0.3,-1,-21%,7%[57.1 µM],·,·,1%
Cc1ccc(CCN2CC(C(=O)NCc3cccnc3)CC2=O)cc1 (configuration not stated),-5%,·,·,-4,-5%,-6%,·,·,-9%
O=C(Nc1ccc(Oc2cccc(C(F)(F)F)c2)nc1)c1ccco1,-3%[57.1 µM],-4,1.8,0,-20%,1%[57.1 µM],10,0.4,3%
CCOc1ccc(CNn2cnnc2)cc1,-3%,6,0.8,3,-19%,-1%,4,-0.1,0%
CC1CCN(S(=O)(=O)N2CCC(C(=O)NCCc3ccccc3)CC2)CC1,23%,6,-0.4,-4,-24%,9%,1,-0.4,8%

# Sorted by number of heavy atoms (lowest first): part of the list above
SMILES,rTrxR1 inhibitor,TRHR enhancer,TRHR ag,PI4K2A block,USP1-UAF1 inh,TrxR1 substrate,D2 antagonist,D2 agonist,mIDH1 inhibitor
CCOc1ccc(CNn2cnnc2)cc1,-3%,6,0.8,3,-19%,-1%,4,-0.1,0%
O=C(Nc1ccc(Oc2cccc(C(F)(F)F)c2)nc1)c1ccco1,-3%[57.1 µM],-4,1.8,0,-20%,1%[57.1 µM],10,0.4,3%
CC1CCN(S(=O)(=O)N2CCC(C(=O)NCCc3ccccc3)CC2)CC1,23%,6,-0.4,-4,-24%,9%,1,-0.4,8%
CCCn1c2ccccc2c2nnc(SC(CC)C(=O)Nc3cc(C)on3)nc21 (configuration not stated),-1%,-2,-0.6,1,-13%,-12%,6,-0.4,0%
CCn1c(SCC(=O)NCCc2ccccc2)nc2sc3c(c2c1=O)CCN(C)C3,0%[57.1 µM],2,-0.2,-4,-14%,48%,-5,0.4,3%
COc1cccc(C(C(=O)NCC2CCCO2)N(CC2CCCO2)C(=O)CN2C(=O)c3ccccc3S2(=O)=O)c1 (configuration not stated),24%[57.1 µM],22,-0.3,-1,-21%,7%[57.1 µM],·,·,1%

# Next part:
SMILES,rTrxR1 inhibitor,TRHR enhancer,TRHR ag,PI4K2A block,USP1-UAF1 inh,TrxR1 substrate,D2 antagonist,D2 agonist,mIDH1 inhibitor
O=C(CN1CCCCC1)Nc1cccc2c1OCO2,-1%,-2,0.1,3,-5%,0%,·,·,-1%
Cc1cc(C)c(NC(=O)Cn2c(=O)n(CCC(C)C)c(=O)c3cccnc32)c(C)c1,17%,14,0.5,-1,5%,14%,·,0.2,1%
O=C(N/N=C\c1cc(Br)cs1)c1ccncc1,15%,2,-0.4,3,-15%,-7%,10,-0.9,-14%
COC(=O)c1c(NC(=O)CSc2nnc(-c3ccco3)n2C)sc(C)c1C,8%[57.1 µM],2,-0.4,4,-3%,9%[57.1 µM],-17,-1.5,3%
COc1ccccc1Nc1ccc(Nc2ccccc2OC)nn1,-9%,-19,-0.6,4,-7%,-7%,-2,-1.1,-3%
CCC(=O)Oc1ccc(C(=O)Nc2ccc3c(c2)OCO3)cc1,26%[57.1 µM],-2,0.1,-14,-4%,0%[57.1 µM],17,-1.2,1%
O=C(Cn1c2ccc(F)cc2c2nc3n(c(=O)c21)CCS3)N1CCCC1,-7%,-4,-0.4,-15,1%,45%[activator],0,0.9,-1%
CCCNC(=O)c1ccc(-c2nn(C)c(=O)c3ccccc23)cc1,8%,0,-0.4,0,0%,-1%,-1,0.4,-17%
CN1CCC(=NNC(=O)C(=O)NCc2ccccc2)CC1,-1%,-4,-1.1,-1,-9%,2%,-1,0.5,-1%
O=C(CSc1nc(C2CC2)nc2ccccc12)NCc1ccc2c(c1)OCO2,·,-1,0.4,·,·,·,-2,0.7,·
COc1cc2c(cc1OC)C(NNC(=O)c1ccc(Br)o1)=NC(C)(C)C2,0%,5,-1.0,0,-26%,-4%,-5,-1.3,-13%
COc1ccc(CCNC(=O)CCN2C(=O)COc3ccc(C)cc32)cc1OC,45%[57.1 µM],·,·,-5,-14%,-1%,·,·,6%
CCS(=O)(=O)N1CCC(c2nc(-c3ccc(C(F)(F)F)cc3)no2)CC1,13%,0,0.8,4,-8%,-1%,11,0.8,4%
CCNC(=O)CC1C(=O)N(c2ccc(F)cc2)C(=O)N1Cc1ccc(C)cc1 (configuration not stated),17%,5,0.6,-3,-5%,3%,·,1.0,0%
O=C1c2c(O)cc(O)cc2O[C@H](c2ccc(O)c(O)c2)[C@H]1O,-5%,0,0.4,-11,15%,-12%,17,0.2,27%
Cc1ccc(NC(=O)C(=O)NCc2ccc(Cl)cc2)cc1,7%,2,0.8,1,1%,5%,·,0.2,1%
C=C1CCN([C@H](C(=O)NCc2ccc(Cl)c(Cl)c2)C(C)C)S(=O)(=O)c2ccccc21,30%,-8,0.5,-3,?,2%,13,-0.6,10%
